From PubChem
Anesthetic bind = qHTS Assay for Identification of Novel General Anesthetics; Potency, µM (titrated, usually from 77.5 µM), for inactives: at the highest dose activity change, negative = displacement, most hits filed as inhibitors; apoferritin/1-aminoanthracene competitive binding, fluorescence; AID 485281, 2010; Ferritin light chain (Equus caballus), P02791; actives 0.074% (n = 350,000); also: potency is read from the fitted curve at half-maximal effect; % is scaled to controls: 0 for no effect and ±100 for the full control effect; nearly all actives have a fitted effect of over 20% in size
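In PBS, apoferritin at 10 uM is loaded with 1-AMA from a 50% saturated solution. After 10 min of compound exposure at ambient temperature, reduced 535 nm fluorescence indicates probe displacement.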
Pol eta inh = qHTS for Inhibitors of Polymerase Eta; DNA polymerase eta (Homo sapiens), Q9Y253; recombinant Pol eta, fluorescent DNA replication assay; Potency, µM (highest dose often 114 µM), inactives show at the highest dose activity change, negative = inhibition, hits mostly inhibitors; actives 1.2% (n = 390,000); AID 588591, 2011; also: potency is read from the fitted curve at half-maximal effect; % is scaled to controls: 0 for no effect and ±100 for the full control effect
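Fluorescent replication assay: 50 nM final substrate added after a 15 min room-temperature compound preincubation with 10 nM enzyme. Signal taken at 0 min and again at 10 min.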
APEX1 inh = qHTS Assay for Inhibitors of the Human Apurinic/apyrimidinic Endonuclease 1 (APE1); DNA repair nuclease/redox regulator APEX1 (Homo sapiens), P27695; recombinant APE1, TAMRA/BHQ-2 abasic DNA cleavage fluorescence; Potency, µM (series often up to 65.8 µM), for inactives: at the top dose activity change, negative = inhibition, most hits filed as inhibitors; actives 0.35% (n = 350,000);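 also: potency is read from the fitted curve at half-maximal effect; plate controls were vehicle for no effect and reference inhibitor for full effect; nearly all actives have a fitted effect of over 55% in size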
Target sequence (P27695 whole entry, looked up): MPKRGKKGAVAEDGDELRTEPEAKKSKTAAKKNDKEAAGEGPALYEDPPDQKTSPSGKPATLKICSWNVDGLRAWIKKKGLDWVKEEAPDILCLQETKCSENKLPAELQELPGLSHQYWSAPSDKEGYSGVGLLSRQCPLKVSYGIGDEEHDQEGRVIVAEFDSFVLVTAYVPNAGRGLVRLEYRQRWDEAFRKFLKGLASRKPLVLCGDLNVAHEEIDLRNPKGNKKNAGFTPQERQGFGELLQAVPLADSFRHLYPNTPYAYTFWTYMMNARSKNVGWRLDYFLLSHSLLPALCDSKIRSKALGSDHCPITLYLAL
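Measures dequenching upon AP-site incision of a 5'-TAMRA/3'-BHQ-2 THF-containing duplex, 50 nM; human APE1 0.75 nM after 15 min room-temperature exposure to compound; kinetic three-point read at one-minute spacing.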
Pol iota inh = qHTS for Inhibitors of Polymerase Iota | Pol iota fluorescent replication assay, 10 min | Potency, µM (top dose mostly 115 µM), inactives show at the top dose activity, negative = inhibition, most hits filed as inhibitors | DNA polymerase iota (Homo sapiens), Q9UNA4 | actives 1% (n = 390,000); also: potency is read from the fitted curve at half-maximal effect
Target sequence (Q9UNA4 whole entry, looked up): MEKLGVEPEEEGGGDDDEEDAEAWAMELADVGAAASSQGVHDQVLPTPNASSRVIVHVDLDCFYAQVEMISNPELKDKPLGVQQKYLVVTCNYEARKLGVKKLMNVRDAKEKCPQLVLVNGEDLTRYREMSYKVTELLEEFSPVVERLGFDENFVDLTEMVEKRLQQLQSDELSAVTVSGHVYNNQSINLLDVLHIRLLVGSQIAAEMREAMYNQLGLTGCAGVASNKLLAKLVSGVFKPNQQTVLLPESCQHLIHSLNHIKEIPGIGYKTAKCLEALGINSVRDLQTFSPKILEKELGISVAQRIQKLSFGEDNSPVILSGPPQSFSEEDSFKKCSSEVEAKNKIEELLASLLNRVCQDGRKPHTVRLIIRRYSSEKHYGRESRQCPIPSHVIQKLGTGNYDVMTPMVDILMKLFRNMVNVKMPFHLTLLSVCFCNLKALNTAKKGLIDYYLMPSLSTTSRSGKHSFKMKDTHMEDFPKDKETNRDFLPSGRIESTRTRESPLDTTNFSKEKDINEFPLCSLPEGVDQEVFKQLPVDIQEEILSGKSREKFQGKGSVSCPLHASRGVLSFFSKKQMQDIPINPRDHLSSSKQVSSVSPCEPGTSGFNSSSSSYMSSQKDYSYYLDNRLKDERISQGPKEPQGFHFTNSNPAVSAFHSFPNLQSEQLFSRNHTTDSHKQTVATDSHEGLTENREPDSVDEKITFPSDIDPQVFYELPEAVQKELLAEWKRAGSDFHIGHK
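Pol iota at 10 nM preincubated 15 min with compounds at room temperature; reaction started with fluorescent substrate, 50 nM final. Fluorescence read kinetically at 0 and 10 min; buffer-only wells as negative control.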
Pol beta inh = qHTS Assay for Inhibitors of DNA Polymerase Beta; AID 485314, 2010; Pol beta primer extension/strand displacement, fluorescence kinetic; Potency, µM (doses to about 114 µM), without a hit: at the top dose activity change, negative = inhibition, hits mostly inhibitors; actives 1.3% (n = 340,000); P06746; also: potency is read from the fitted curve at half-maximal effect; % is scaled to controls: 0 for no effect and ±100 for the full control effect
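Kinetic readout of DNA synthesis with strand displacement by Pol beta. Compound and 10 nM enzyme sit 15 min at room temperature; 50 nM substrate starts the reaction, read immediately and at 10 min.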
Tb PGK inh = qHTS Assay to Find Inhibitors of Phosphoglycerate Kinase. AID 602233, 2012. Potency, µM (doses to about 57.5 µM), for inactives: at the top dose activity change, negative = inhibition, actives largely listed as inhibitors. actives 0.043% (n = 380,000). Phosphoglycerate kinase, glycosomal (Trypanosoma brucei brucei), P07378. PGK/GAPDH coupled, Kinase-Glo luminescence, 60 min; also: potency is read from the fitted curve at half-maximal effect; % is scaled to controls: 0 for no effect and ±100 for the full control effect; nearly all actives have a fitted effect of over 60% in size
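Luminescent ATP detection (Kinase-Glo Plus) follows a 60-minute room-temperature incubation, with wells lacking PGK as controls. Buffer: 100 mM TEA (pH 7.6), 5 mM MgCl2, 0.01% Tween-20. Coupling enzyme GAPDH (100 nM final) supplies unstable 1,3-BPG in-well.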
RXFP1 antag = qHTS Assay for Antagonists of the Relaxin Receptor RXFP1 | Relaxin receptor 1 (Homo sapiens), Q9HBX9 | HEK293-RXFP1, relaxin-stimulated cAMP HTRF, 30 min; stronger effect = lower value | activity change, negative = inhibition, % at 57.5 µM | actives 0.59% (n = 350,000) | AID 1259400, 2018;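 active = activity change of -60% or lower, but not beyond a set lower limit; inconclusive = change between -60% and -40%, or beyond the set limit; inactive = change above -40%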; also: % is scaled to controls: 0 for no effect and ±100 for the full control effect
BLM helicase inh = qHTS Assay for Inhibitors of Bloom's syndrome helicase (BLM); recombinant BLM DNA unwinding, fluorescence dequenching; Potency, µM (top dose mostly 56.1 µM), for inactives: top-dose activity change, negative = inhibition, most hits filed as inhibitors; actives 0.2% (n = 350,000); AID 2528, 2010;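 also: potency is read from the fitted curve at half-maximal effect; plate controls were vehicle for no effect and no enzyme for full effect; nearly all actives have a fitted effect of over 35% in size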
POLK inh = qHTS for Inhibitors of Polymerase Kappa | Potency, µM (titrated, usually from 107 µM), without a hit: at the highest dose activity, negative = inhibition, most hits filed as inhibitors | purified Pol kappa, fluorescent DNA synthesis assay, 10 min | actives 0.53% (n = 400,000) | AID 588579, 2011; also: potency is read from the fitted curve at half-maximal effect; % is scaled to controls: 0 for no effect and ±100 for the full control effect
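10 nM Pol kappa preincubated 15 min at room temperature with compounds, then reaction started with substrate at 50 nM final. Fluorescence read kinetically at 0 and 10 min; buffer-only wells served as negative control.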
Numbers without * were called inactive; & = joins results of further samples; [ ] = dose if it differs, or a comment. Unless noted, calls follow the shape of the dose curve; as a rule, active = well fitted curve in the direction sought with a large enough effect; inconclusive = small, poorly fitted or top-dose-only effect, or another doubt; inactive = no such curve, though single readings can be large; an effect the other way counts as inactive or inconclusive. A portion of the library; rates above refer to the full screens.

How did Clc1ccc(-c2noc(-c3cccnc3N3CCN(c4ccccc4)CC3)n2)cc1 do in these assays?
Anesthetic bind: -7.9%; Pol eta inh: -19.7%; Pol iota inh: 41.9%[activator]; Pol beta inh: 13.5%; Tb PGK inh: -8.8%; BLM helicase inh: -1.0%; POLK inh: 1.2%

What do the screens show for `COc1cccc2cc(/C(=N/O)c3ccccc3)oc12`?
Anesthetic bind: -21.9%; Pol eta inh: -9.6%; APEX1 inh: 9.1%; Pol iota inh: -7.5%; Pol beta inh: 2.2%; Tb PGK inh: -1.3%; RXFP1 antag: 4.0; BLM helicase inh: -10.1%; POLK inh: -12.4%

Results for Cc1cccc(Cn2nnc3c(=O)[nH]c(C4CCCN(C(=O)c5ccccc5Cl)C4)nc32)c1 (stereo not drawn) ?
Anesthetic bind: -21.6%; Pol iota inh: 3.1%; Pol beta inh: 4.4%; RXFP1 antag: -1.5; BLM helicase inh: -3.1%; POLK inh: -14.4%

What do the screens show for `O=C1CNC(=O)/C1=C\N1CCCCC1`?
Anesthetic bind: 3.8%; Pol eta inh: -13.0%; APEX1 inh: -1.7%; Pol iota inh: 14.7%; Pol beta inh: 2.8%; Tb PGK inh: -1.2%; RXFP1 antag: 0.9; BLM helicase inh: 0.3%; POLK inh: -2.7%

How did Cc1noc(C)c1COc1ccc(C(=O)OCC(=O)Nc2c(C)n(C)n(-c3ccccc3)c2=O)cc1 do in these assays?
Anesthetic bind: -8.2%; Pol eta inh: -7.4%; APEX1 inh: 4.6%; Pol iota inh: -10.3%; Pol beta inh: -1.3%; Tb PGK inh: -1.9%; RXFP1 antag: -1.0; BLM helicase inh: -7.8%; POLK inh: 3.7%

How did O=C(NCc1ccncc1)C(=O)NCc1ccco1 do in these assays?
Anesthetic bind: 4.4%; Pol eta inh: -1.7%; APEX1 inh: 17.4%; Pol iota inh: -3.5%; Pol beta inh: 61.6%; Tb PGK inh: -2.6%; RXFP1 antag: -10.1; BLM helicase inh: 0.0%; POLK inh: -6.8%

Results for CCN1CCCC1CNC(=O)c1cc(S(=O)(=O)N(C)C)ccc1Cl (stereo not drawn) ?
Anesthetic bind: 1.4%; Pol eta inh: -19.5%; APEX1 inh: -9.3%; Pol iota inh: 5.9%; Pol beta inh: 27.9%; Tb PGK inh: 9.1%; RXFP1 antag: -15.3; BLM helicase inh: 1.7%; POLK inh: 5.8%

What do the screens show for `CCOC(=O)CC(=O)CSc1ncnc2c1nnn2-c1ccc(F)cc1`?
Anesthetic bind: -17.0%; Pol eta inh: -6.5%; APEX1 inh: -3.1%; Pol iota inh: 66.1%[activator]; Pol beta inh: -7.7%; Tb PGK inh: inactive; RXFP1 antag: 4.1; BLM helicase inh: -8.3%; POLK inh: 0.5%

What do the screens show for `CCCCCCCC[n+]1cccc(C(=O)N2c3c(nc(N)[nH]c3=O)NC(C)C2C)c1` (stereo not drawn)?
Anesthetic bind: -1.9%; Pol eta inh: -16.7%; APEX1 inh: 7.4%; Pol iota inh: -6.3%; Pol beta inh: 49.3%; Tb PGK inh: 5.0%; RXFP1 antag: -1.6; BLM helicase inh: 2.8%; POLK inh: -0.8%

How did CCCn1c(SCC(=O)Nc2cc(S(=O)(=O)N3CCOCC3)ccc2OC)n[nH]c1=O do in these assays?
Anesthetic bind: -11.9%; Pol eta inh: -9.5%; APEX1 inh: 2.3%; Pol iota inh: -9.0%; Pol beta inh: 27.5%; Tb PGK inh: -4.8%; RXFP1 antag: -1.7; BLM helicase inh: 2.7%; POLK inh: -6.2%

How did COCc1cc(=O)[nH]c(/N=C(\N)Nc2ccc(Oc3ccccc3)cc2)n1 do in these assays?
Anesthetic bind: -5.6%; Pol eta inh: -5.1%; APEX1 inh: -6.0%; Pol iota inh: -12.2%; Pol beta inh: 4.0%; Tb PGK inh: 10.2%; RXFP1 antag: -1.3; BLM helicase inh: -9.9%; POLK inh: -19.6%

Results for Cc1ccc(C)n1-c1nccc(-c2ccco2)n1 ?
Anesthetic bind: 199.2%[activator]; Pol eta inh: -19.2%; APEX1 inh: 12.2%; Pol iota inh: 12.9%; Pol beta inh: 3.5%; Tb PGK inh: -11.9%; RXFP1 antag: -8.0; BLM helicase inh: -3.8%; POLK inh: 8.8%

How did O=C(NNS(=O)(=O)c1cc(Cl)cc(Cl)c1)c1sccc1-n1cccc1 do in these assays?
Anesthetic bind: inconclusive; Pol eta inh: -5.4%; APEX1 inh: 1.4%; Pol iota inh: 6.6%; Pol beta inh: -1.0%; Tb PGK inh: 1.5%; RXFP1 antag: -1.1; BLM helicase inh: -2.0%; POLK inh: -5.7%

How did O=S(=O)(c1ccccc1)c1nnn2c1nc(NC1CCN(Cc3ccccc3)CC1)c1ccccc12 do in these assays?
Anesthetic bind: -10.8%; Pol eta inh: -12.6%; APEX1 inh: 8.9%; Pol iota inh: 56.4%[activator]; Pol beta inh: inconclusive; Tb PGK inh: 5.4%; RXFP1 antag: -38.8; BLM helicase inh: 1.5%; POLK inh: -1.4%

What do the screens show for `COc1ccc(N=Nc2ccc(O)c3ncccc23)cc1`?
Anesthetic bind: 7.5%; Pol eta inh: 3.1%; APEX1 inh: -2.8%; Pol iota inh: 69.9%[activator]; Pol beta inh: -19.5%; Tb PGK inh: -3.2%; RXFP1 antag: -10.4; BLM helicase inh: 0.0%; POLK inh: 0.1%

How did O=C(CNC(=O)c1ccc(-c2ccccc2)cc1)Nc1cccc(CO)c1 do in these assays?
Pol eta inh: -13.3%; APEX1 inh: -7.9%; Pol iota inh: -17.3%; Tb PGK inh: -4.5%; RXFP1 antag: -20.9; POLK inh: -11.7%

Results for O=C1C2C3c4ccccc4C(c4ccccc43)C2C(=O)N1Cc1ccco1 (stereo not drawn) ?
Anesthetic bind: -18.6%; Pol eta inh: -16.6%; APEX1 inh: -6.2%; Pol iota inh: 9.8%; Pol beta inh: 4.3%; Tb PGK inh: inactive; RXFP1 antag: -4.2; BLM helicase inh: -5.6%; POLK inh: -4.3%

Results for CCC(c1ccc(O)c(O)c1)C(CC)c1ccc(O)c(O)c1 (stereo not drawn) ?
Pol eta inh: 79.4µM*; Pol iota inh: 17.8µM*; Tb PGK inh: 7.4%; RXFP1 antag: inconclusive; POLK inh: 50.1µM*

How did CC1CC1C(=O)OCC(=O)Nc1cccc([N+](=O)[O-])c1 (stereo not drawn) do in these assays?
Anesthetic bind: -6.7%; Pol eta inh: -9.5%; APEX1 inh: -3.9%; Pol iota inh: 164.7%[activator]; Pol beta inh: -0.3%; Tb PGK inh: -1.4%; RXFP1 antag: -10.9; BLM helicase inh: -0.6%; POLK inh: -5.0%

What do the screens show for `Cn1c(N)cc(=O)n(Cc2ccccc2)c1=O`?
Anesthetic bind: -2.0%&4.8%; Pol eta inh: -2.9%; APEX1 inh: 9.6%&1.3%; Pol iota inh: 3.3%; Pol beta inh: 1.7%; Tb PGK inh: 3.2%; BLM helicase inh: 2.0%&1.4%; POLK inh: 8.0%

Results for CCOC(=O)C1CCN(C(=O)C2CCN(S(=O)(=O)c3ccc4c(c3)CC(C)N4C(C)=O)CC2)CC1 (stereo not drawn) ?
Anesthetic bind: -5.2%; Pol eta inh: -0.1%; APEX1 inh: -12.3%; Pol iota inh: 15.3%; Pol beta inh: -19.6%; Tb PGK inh: -0.4%; RXFP1 antag: 8.8; BLM helicase inh: -1.5%; POLK inh: -9.3%

How did COc1ccc(CCNC(=O)Cc2cc(OC)c(OC)cc2Br)cc1OC do in these assays?
Anesthetic bind: -0.6%; Pol eta inh: -6.2%; APEX1 inh: 6.6%; Pol iota inh: 14.9%; Pol beta inh: 19.3%; Tb PGK inh: 0.0%; RXFP1 antag: 7.0; BLM helicase inh: 0.0%; POLK inh: -3.3%

How did COc1ccc(CC2(C)OC(c3ccc(C)c([N+](=O)[O-])c3)=NN2C(C)=O)cc1 (stereo not drawn) do in these assays?
Anesthetic bind: inconclusive; Pol eta inh: -26.7%; APEX1 inh: 6.0%; Pol iota inh: 61.4%[activator]; Pol beta inh: -26.1%; Tb PGK inh: inactive; RXFP1 antag: -17.7; BLM helicase inh: -8.5%; POLK inh: -0.2%

What do the screens show for `O=C(CSc1nc2ccccc2o1)Nc1ccc(Cl)cc1`?
Anesthetic bind: -14.5%; Pol eta inh: -4.6%; APEX1 inh: 2.2%; Pol iota inh: 5.2%; Pol beta inh: inconclusive; Tb PGK inh: -8.2%; RXFP1 antag: -8.9; BLM helicase inh: -4.4%; POLK inh: -7.2%

Results for CCCCn1c(N)c(N(CC(C)C)C(=O)c2ccc(-c3ccc([N+](=O)[O-])cc3)o2)c(=O)[nH]c1=O ?
Pol eta inh: inconclusive; APEX1 inh: -7.6%; Pol iota inh: 18.6%; Tb PGK inh: -4.8%; RXFP1 antag: -9.7; POLK inh: 6.5%

Results for O=C(O)C1CCCN(C(=O)c2cccc3ccccc23)C1 (stereo not drawn) ?
Anesthetic bind: -7.0%; Pol eta inh: -7.7%; APEX1 inh: 21.6%; Pol iota inh: 17.8%; Pol beta inh: 4.6%; Tb PGK inh: inactive; RXFP1 antag: -3.7; BLM helicase inh: 0.2%; POLK inh: 3.2%
